TcdB inh = TcdB glycohydrolase inhibition. 350,000 compounds, 0.24% hits. AID 652162. inhibition, % at 9.99 µM. TcdB glycohydrolase enzymatic assay, plate reader; in the data active = inhibition above about 10%
BoNT A protease = blocks Botulinum neurotoxin A light chain protease | 360,000 compounds, 0.17% hits | multiplex microsphere protease substrate cleavage, flow cytometry | inhibition, % at 10 µM; note: plate controls were buffer without enzyme for full effect and enzyme alone for no effect
CCHF vOTU inh = CCHFV vOTU protease inhibition; inhibition, % at 11.5 µM; 370,000 compounds, 0.55% hits; Pep-AMC fluorescence; AID 651958; in the data active = inhibition above about 30%; note: 0% = vehicle wells with enzyme and 100% = no enzyme wells
SARS 3CLpro inh = SARS-CoV 3CLpro protease inhibition | 290,000 compounds, 0.14% hits | recombinant SARS-CoV 3CLpro, quenched FRET peptide cleavage | inhibition, % at 6 µM; in the data active = inhibition above about 12%
Vc quorum ag = quorum light induction in luxS cqsA deficient V. cholerae. activation, % at 18.7 µM. V. cholerae BH1578 lux reporter, luminescence, 6 h. AID 588436. 350,000 compounds, 0.16% hits; in the data active = activation mostly above about 9.7%, no sharp cut-off; inconclusive = no clear call, values can overlap the other calls; inactive = mostly below about 3.7%; note: not every result past the cut was called active; inactives centre near 0; reference of the scale not given here
Anthrax LF inh2 = blocks Bacillus anthracis lethal factor protease | multiplex microsphere protease cleavage assay, LF | inhibition, % at 10 µM | 360,000 compounds, 0.12% hits | AID 588501; note: plate controls were buffer without enzyme for full effect and enzyme alone for no effect
Target sequence (P15917 whole entry, looked up): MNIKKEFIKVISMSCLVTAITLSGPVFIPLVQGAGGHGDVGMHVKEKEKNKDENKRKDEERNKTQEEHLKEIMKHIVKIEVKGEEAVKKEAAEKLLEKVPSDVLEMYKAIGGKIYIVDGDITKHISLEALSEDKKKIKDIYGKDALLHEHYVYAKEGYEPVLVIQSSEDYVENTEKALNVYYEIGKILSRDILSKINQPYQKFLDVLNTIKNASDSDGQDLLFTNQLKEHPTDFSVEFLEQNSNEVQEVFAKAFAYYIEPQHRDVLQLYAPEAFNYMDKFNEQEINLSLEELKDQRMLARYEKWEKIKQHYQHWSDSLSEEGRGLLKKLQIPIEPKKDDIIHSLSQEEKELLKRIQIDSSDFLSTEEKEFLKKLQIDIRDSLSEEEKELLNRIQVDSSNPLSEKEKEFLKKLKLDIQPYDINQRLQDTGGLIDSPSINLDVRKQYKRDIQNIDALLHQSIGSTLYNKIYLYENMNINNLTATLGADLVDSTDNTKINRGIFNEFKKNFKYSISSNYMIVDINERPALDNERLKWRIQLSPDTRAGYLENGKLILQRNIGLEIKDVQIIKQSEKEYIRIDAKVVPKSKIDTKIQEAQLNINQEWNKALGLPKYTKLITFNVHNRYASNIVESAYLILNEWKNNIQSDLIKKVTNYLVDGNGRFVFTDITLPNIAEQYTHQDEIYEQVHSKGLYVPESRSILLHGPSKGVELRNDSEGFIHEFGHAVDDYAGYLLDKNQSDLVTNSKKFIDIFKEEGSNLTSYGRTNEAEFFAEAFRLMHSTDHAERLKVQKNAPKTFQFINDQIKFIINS
PriA SSB inh = blocks PriA binding to SSB C-terminal tail; inhibition, % at 33 µM; AlphaScreen SSBct-PriA binding, biotinylated peptide; 430,000 compounds, 0.6% hits; in the data active = inhibition mostly above about 37%, no sharp cut-off; inactive = mostly below about 20%;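 note: plate controls were negative control peptide for no effect and reference peptide for full effect; strong numbers were not always called active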
VHR inh abs = DUSP3 (human) phosphatase inhibition | inhibition, % at 13.3 µM | recombinant VHR phosphatase, pNPP absorbance | P51452 | AID 1654 | 290,000 compounds, 0.52% hits; in the data active = inhibition above about 50%; note: some compounds called inactive have numbers as strong as hits
Target sequence (P51452 whole entry, looked up): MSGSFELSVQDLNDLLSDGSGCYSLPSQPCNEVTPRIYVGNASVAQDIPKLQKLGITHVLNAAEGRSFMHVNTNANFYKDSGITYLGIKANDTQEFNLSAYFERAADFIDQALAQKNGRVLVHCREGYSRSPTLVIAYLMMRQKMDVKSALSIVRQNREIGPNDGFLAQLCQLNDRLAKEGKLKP
Yp Topo-I inh = Y. pestis Topo-I inhibition via cleavage products | Y. pestis Topo-I cleavage product accumulation, plate reader | activity, % at 10 µM | 360,000 compounds, 0.064% hits | AID 504884; in the data active = activity above about 50%, passing the limit was not always enough; inconclusive = no clear call, values can overlap the other calls; note: inactives centre near 2
PfHsp40 rescue = rescue of PfHsp40-mediated yeast toxicity. S. cerevisiae expressing PfHsp40, growth rescue, ATP luminescence. AID 504582. growth rescue, % at 12.5 µM. 340,000 compounds, 0.68% hits; in the data active = growth rescue above about 28%, passing the limit was not always enough; inconclusive = no clear call, values can overlap the other calls;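 note: yeast W303a lacking pdr1 and pdr3 grown in galactose medium; growth measured after three days at 30 °C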
* = called active by the depositor; i = inactive; u = inconclusive; x = no result given. Cut-off read from the data, not from the text of the source, unless noted: active = inhibition above about 30%; inconclusive = no clear call, values can overlap the other calls; inactive = below that. Some of the compounds tested; count on the stated rates, not on these rows.

SMILES	TcdB inh	BoNT A protease	CCHF vOTU inh	SARS 3CLpro inh	Vc quorum ag	Anthrax LF inh2	PriA SSB inh	VHR inh abs	Yp Topo-I inh	PfHsp40 rescue
Fc1cccc(Cc2c(-c3ccccc3)nc3c4ccccc4ccn23)c1	0.5	-0.7	21	x	x	1	x	x	x	x
CC(c1ccccc1)n1c(SCC(=O)Nc2ccccc2)n[nH]c1=O (stereo unspecified)	0.2	0.5	-4	0	i	11	-9	2	7	-1.3
O=C(CSc1nc(-c2ccccc2)c(-c2ccccc2)o1)N1CCCCC1	-5.0	-0.2	24	x	1.4	2	x	x	40	x
O=C(NCCC1=CCCCC1)C(=O)NCc1ccccc1	x	0.2	-4	4	-0.3	2	-1	8	4	-1.9
COc1ccc(/C=C/C(=O)O)cc1Cl	0.9	-0.6	-10	-1	0.4	0	-9	8	-1	-0.1
CCCOC(=O)C1[C@H]2C(=O)N(CC3CCCO3)C[C@]23C=C[C@H]1O3 (stereo partly specified)	x	-0.2	10	-5	i	6	-11	22	8	1.2
O=C1NCCNC1(c1c[nH]c2ccccc12)C(F)(F)F (stereo unspecified)	2.3	-0.3	-2	-1	-0.4	-14	-12	19	3	3.1
CN1C(C(=O)Nc2ccc(OC(F)(F)F)cc2)=CC(c2cccs2)=NS1(=O)=O	1.9	-0.9	17	7	-0.5	2	21	-20	-17	0.3
CC1(C(=O)NS(=O)(=O)c2ccccc2Cl)CCN1C(=O)c1cccc2ccccc12 (stereo unspecified)	-6.1	0.0	8	x	-1.2	-10	x	x	5	x
O=C(COC(=O)c1ccc(F)cc1)NCCCc1ccccc1	0.5	-2.6	-16	0	i	14	1	x	16	4.2

Some of the entries so far, with values under each structure:
Order of values: TcdB inh	BoNT A protease	CCHF vOTU inh	SARS 3CLpro inh	Vc quorum ag	Anthrax LF inh2	PriA SSB inh	VHR inh abs	Yp Topo-I inh	PfHsp40 rescue
Fc1cccc(Cc2c(-c3ccccc3)nc3c4ccccc4ccn23)c1
 : 0.5	-0.7	21	x	x	1	x	x	x	x
O=C(CSc1nc(-c2ccccc2)c(-c2ccccc2)o1)N1CCCCC1
 : -5.0	-0.2	24	x	1.4	2	x	x	40	x

(listing goes on)
SMILES	TcdB inh	BoNT A protease	CCHF vOTU inh	SARS 3CLpro inh	Vc quorum ag	Anthrax LF inh2	PriA SSB inh	VHR inh abs	Yp Topo-I inh	PfHsp40 rescue
CC(C)c1nc(CNC(=O)CC2C(=O)NCCN2Cc2ccoc2)cs1 (stereo unspecified)	0.6	0.0	-12	2	-0.3	0	-16	26	5	1.0
Nc1nonc1-n1nnc(C(=O)N/N=C/c2cc(Br)cs2)c1-c1ccccc1	0.2	0.8	12	-2	0.2	0	x	20	-11	-0.7
CC(=O)Nc1cccc(Oc2ncnc3scc(-c4ccccc4)c23)c1	x	0.5	-4	2	-0.2	-2	-5	28	23	-0.1
O=C(Nc1ncccc1O)c1cccc(S(=O)(=O)N2CCc3ccccc32)c1	x	0.0	12	-6	-1.3	0	17	2	-7	66*
CCn1c(O)c(N=NC(=O)c2cccc(S(=O)(=O)N3CCCCC3)c2)c2ccccc21	-2.4	-0.4	-1	0	-0.3	0	-6	13	6	-0.2
CCOC(=O)N1CCC(NC(=O)c2ccc(CS(=O)c3ccc(Cl)cc3)o2)CC1 (stereo unspecified)	-0.7	-2.2	-3	2	-6.2	-2	11	-2	1	1.5
CC(=O)Nc1ccc(NC(=O)CN2C(=O)COc3ccc(S(=O)(=O)N4CCOCC4)cc32)cc1	0.6	-2.2	-1	1	-0.2	-6	-6	-12	1	-2.2
O=C(NNS(=O)(=O)c1ccc(F)cc1)C1CCN(Cc2cccc(F)c2)CC1	7.8	0.3	15	-4	-0.2	1	-3	-6	4	0.0
Cc1cc2cc3c(cc2nc1SCc1ccc(C(=O)O)cc1)OCCO3	-0.5	-0.3	-4	3	i	0	-15	-17	2	0.9
Cc1cccc(NC(=O)CCS(=O)(=O)c2ccc(Cl)cc2)c1	1.4	-0.9	-6	0	-0.5	-2	-5	27	5	-1.3
C/C(=N\OCC(=O)Nn1c(C)nc2ccccc2c1=O)c1ccccc1	1.5	0.4	2	1	-0.5	0	x	5	-1	-1.0
NC(=O)c1ccccc1NC(=O)c1cc(S(=O)(=O)N2CCCCC2)ccc1N1CCOCC1	-0.5	-0.8	-2	x	-0.8	-4	0	x	9	-1.4
CCN(CC)CCCN1C(=O)C(=O)/C(=C(/O)c2ccc(C)cc2)C1c1ccccn1 (stereo unspecified)	x	-1.8	0	4	-14	-1	x	39	-3	-0.8
CCc1ccccc1NC(=O)Cn1cccc1C1=NC(c2ccccc2)CO1 (stereo unspecified)	x	1.9	-5	1	-0.1	1	-2	4	-1	-1.0
Cc1ccc(NC(=O)c2ccc3ncsc3c2)cc1S(=O)(=O)N(C)C	-0.4	x	-6	3	x	x	x	4	x	x
Cc1ccc(C(=O)Nc2ccc(F)cc2F)o1	x	-1.0	-1	-7	-2.6	-4	-23	-24	-7	0.8
COc1cc(C(=O)O/N=C(\N)c2ccc([N+](=O)[O-])cc2)cc(OC)c1OC	-0.8	-0.8	-10	-4	i	0	i	-2	-7	0.4
Cc1ccc(S(=O)(=O)N2CCCC2CNC(=O)c2ccc3c(c2)OCO3)cc1 (stereo unspecified)	2.0	-7.6	4	x	-0.2	-3	-22	x	12	0.5
COc1ccc([C@H]2N[C@]3(CCCN(Cc4ccc(C)cc4)C3=O)[C@H]3C(=O)N(C)C(=O)[C@@H]23)cc1	0.0	-0.3	13	x	-0.5	-6	x	x	-2	x
CC(C)c1cc(C(F)(F)F)n2nc(C(=O)O)cc2n1	x	-1.7	-8	-5	i	-7	4	43	3	0.3

Reprinted from the part before: three entries, followed by the next part.
SMILES	TcdB inh	BoNT A protease	CCHF vOTU inh	SARS 3CLpro inh	Vc quorum ag	Anthrax LF inh2	PriA SSB inh	VHR inh abs	Yp Topo-I inh	PfHsp40 rescue
Cc1ccc(S(=O)(=O)N2CCCC2CNC(=O)c2ccc3c(c2)OCO3)cc1 (stereo unspecified)	2.0	-7.6	4	x	-0.2	-3	-22	x	12	0.5
COc1ccc([C@H]2N[C@]3(CCCN(Cc4ccc(C)cc4)C3=O)[C@H]3C(=O)N(C)C(=O)[C@@H]23)cc1	0.0	-0.3	13	x	-0.5	-6	x	x	-2	x
CC(C)c1cc(C(F)(F)F)n2nc(C(=O)O)cc2n1	x	-1.7	-8	-5	i	-7	4	43	3	0.3
COc1ccc(CN2CCNC(=O)C2CC(=O)N2CCCN(C(C)=O)CC2)c(OC)c1 (stereo unspecified)	0.8	0.0	10	-2	-0.4	0	3	17	6	-1.0
CCN(CC)c1ccc(NC(=O)Cn2ncc3c(C)n(Cc4ccccc4F)c(C)c3c2=O)c(C)c1	0.4	0.7	5	1	-0.2	-1	-1	-2	7	-1.5
CC(Sc1sc(=S)sc1SC(C)C(=O)O)C(=O)O (stereo unspecified)	x	0.0	11	0	i	0	-3	1	7	-2.1
CN(CC(=O)NC1CCCCCC1)S(=O)(=O)c1ccc2c(c1)n(C)c(=O)c(=O)n2C	2.8	-0.2	0	-6	-0.1	3	-1	0	3	0.9
CN(C)C(CNC(=O)c1ccc2c(c1)S(=O)(=O)c1ccccc1C2=O)c1ccco1 (stereo unspecified)	-0.3	-0.2	-10	0	0.4	-7	8	4	-5	-0.9
Nc1nc(NCC2CCCO2)nc(Nc2cccc(F)c2)c1[N+](=O)[O-] (stereo unspecified)	1.0	-0.7	-8	1	-0.5	4	-8	17	-14	-1.3
COc1cccc(N2CCN(S(=O)(=O)c3ccc4c(c3)NC(=O)CS4)CC2)c1	-0.2	2.4	5	8	-0.3	2	-1	6	23	-0.9
CCC1(C(=O)OC)NC(c2ccccc2OC)C2C(=O)N(C)C(=O)C21 (stereo unspecified)	x	-0.8	-22	-1	i	-1	-3	-14	-10	-1.8
COc1ccc(C2C(C(=O)c3sc(C)nc3C)=C(O)C(=O)N2CCN(C)C)cc1 (stereo unspecified)	x	-2.4	8	-2	i	-8	-14	6	-4	1.8
Cc1ccc([N+](=O)[O-])cc1NC(=O)Nc1cccc(F)c1	1.2	-4.7	-5	-1	-0.7	0	-14	32	-16	0.7
CCOC(=O)c1ccc(NC(=O)C(=O)NCc2ccncc2)cc1	-0.2	0.3	-6	3	-0.3	-1	1	-1	5	-1.2
Cc1ccc(S(=O)(=O)NN=CC=CC=NNS(=O)(=O)c2ccc(C)cc2)cc1	-0.8	-0.8	8	x	i	-5	x	x	4	x
COc1ccc(CNC(=O)CCSCc2ccc(C)cc2)cc1	0.0	-0.7	13	0	1.4	-2	-2	16	13	3.2
COc1cc(C#Cc2c(-c3cncn3C)n(C)c3ccc(-c4cc(OC)c(OC)c(OC)c4)cc23)cc(OC)c1	0.6	-0.3	16	x	0.8	-3	-1	x	8	1.3
Cc1ccc(-n2nnc(-c3cccnc3)n2)cc1	1.1	-0.6	-2	x	i	-8	-8	x	-7	-0.2
CC(=O)Nc1ccc(NC(=O)C(Sc2ccccc2)c2ccccc2)cc1 (stereo unspecified)	1.2	-0.5	-10	2	-0.2	15	-7	13	7	-1.2
CCCCN(C(=O)CCC(=O)Nc1cc(C)on1)C(C(=O)NC1CCCC1)c1ccccc1OCC (stereo unspecified)	0.7	1.5	2	-13	-0.9	0	3	-19	21	0.7
Cn1c(=O)c2c(-c3ccccc3)n(-c3cc(C(=O)O)ccc3O)cc2n(C)c1=O	1.5	-0.5	0	x	x	7	x	x	x	x
CCN(CC)CCN1C(=O)C(O)=C(C(C)=O)C1c1ccc(OC)c(OC)c1 (stereo unspecified)	x	-0.2	8	1	3.2	-1	-18	10	-6	0.9
CCOc1ccc(NC(=O)CSc2nnc(-c3ccncc3)n2CC2CCCO2)cc1 (stereo unspecified)	x	0.2	-4	-5	i	-1	0	27	-10	-0.6
COc1cc2c(c(O)c1OC)-c1c(cc(OC)c(OC)c1OC)C[C@@H](C)[C@@H](C)C2	3.0	0.1	2	x	i	0	1	-4	18	0.2
Cc1cc(C(=O)OCC(=O)Nc2cccnc2Cl)c2ccccc2n1	-1.0	-0.3	12	-2	-1.0	-2	-11	7	-10	-1.3
CCCn1c(CN2CCN(C(=O)c3ccco3)CC2)nc2cc(S(=O)(=O)N(C)C)ccc21	0.9	-0.4	4	x	i	-3	9	x	9	0.3
Cc1cc(C)c(S(=O)(=O)N(C)CC(=O)NCc2cccnc2)c(C)c1	1.4	-0.6	-2	-2	i	16	3	14	0	-0.7
Cc1ccc(S(=O)(=O)NC(=O)Nc2cc(C)on2)cc1	-0.1	1.1	7	1	-0.2	0	0	21	3	-1.1
Cc1ccc(CCNC(=O)C2CC(c3cccc(F)c3)=NO2)cc1 (stereo unspecified)	1.0	-0.4	8	x	-0.6	-5	-8	11	10	-0.4
N#C/C=C/N1CCN(Cc2ccc3c(c2)OCO3)CC1	0.2	-2.3	-9	0	i	20	9	x	3	0.1
O=C(Nc1ccc(S(=O)(=O)NCCc2ccccc2)cc1)c1ccc(Br)o1	x	0.1	6	-1	-0.4	u	-5	0	4	-2.3
Cc1ccc(S(=O)(=O)NCC(c2ccco2)S(=O)(=O)c2ccccc2)cc1 (stereo unspecified)	1.3	x	3	x	-0.4	x	-4	x	5	-1.3
Cc1ccc(N2C(=O)CC(C)(C)CC2=O)cc1Cl	-0.3	-0.5	-6	-4	-0.5	-11	-14	5	-5	5.7
COc1ccc(NC(=O)CSc2nc3ccc(Nc4nc(N5CCOCC5)nc(N5CCOCC5)n4)cc3s2)cc1	1.6	0.3	15	1	-0.5	0	-8	14	3	0.1
Cc1ccccc1C(=O)NC(=S)Nc1ccccc1[N+](=O)[O-]	x	0.3	x	6	-0.2	1	-3	6	5	2.6
CC(Oc1ccc(-c2ccccc2)c(F)c1)c1ccn(S(=O)(=O)c2ccc(Cl)cc2)n1 (stereo unspecified)	x	-1.9	-2	-1	i	3	-8	29	-9	-0.1

High-throughput results: PubChem, several laboratories
